Screening data deposited in PubChem by several laboratories.
PfHsp40 rescue: rescue of PfHsp40-mediated yeast toxicity | growth rescue, % at 12.5 µM | actives 0.68% (n = 340,000) | AID 504582 | S. cerevisiae expressing PfHsp40, growth rescue, ATP luminescence; in the data active = growth rescue above about 28%, passing the limit was not always enough; inconclusive = no clear call, values can overlap the other calls;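 note: yeast W303a lacking pdr1 and pdr3 grown in galactose medium; growth measured after three days at 30 °C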
SARS 3CLpro inh: SARS-CoV 3CLpro protease inhibition. recombinant SARS-CoV 3CLpro, quenched FRET peptide cleavage. inhibition, % at 6 µM. actives 0.14% (n = 290,000); in the data active = inhibition above about 12%
TcdB inh: inhibitors of Clostridioides difficile toxin B glycohydrolase; P18177; TcdB glycohydrolase enzymatic assay, plate reader; inhibition, % at 9.99 µM; actives 0.24% (n = 350,000); AID 652162; in the data active = inhibition above about 10%
Rv3671c inh: inhibits the M. tuberculosis serine protease Rv3671c | AID 2606 | P9WHR9 | inhibition, % at 5.96 µM | actives 0.048% (n = 320,000); in the data active = inhibition above about 38%;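 note: extracellular domain of Rv3671c used as enzyme; 0% = enzyme with DMSO and 100% = no enzyme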
Target sequence (P9WHR9 whole entry, looked up, the tested form may be a part): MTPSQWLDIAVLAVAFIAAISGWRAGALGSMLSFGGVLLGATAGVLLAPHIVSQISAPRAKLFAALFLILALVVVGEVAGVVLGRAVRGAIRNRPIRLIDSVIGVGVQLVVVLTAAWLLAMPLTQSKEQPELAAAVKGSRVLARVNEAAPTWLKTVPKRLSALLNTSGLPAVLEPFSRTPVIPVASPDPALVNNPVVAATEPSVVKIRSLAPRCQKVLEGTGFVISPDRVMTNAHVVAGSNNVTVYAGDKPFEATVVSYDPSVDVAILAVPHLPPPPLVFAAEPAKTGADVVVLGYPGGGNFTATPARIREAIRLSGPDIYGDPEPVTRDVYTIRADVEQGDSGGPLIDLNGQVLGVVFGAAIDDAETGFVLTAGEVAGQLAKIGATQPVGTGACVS
Anthrax LF prot: inhibitors of Bacillus anthracis lethal factor protease; inhibition, % at 10 µM; P15917; multiplex microsphere protease cleavage assay, LF; actives 0.12% (n = 360,000); AID 588501; in the data active = inhibition above about 30%; inconclusive = no clear call, values can overlap the other calls; note: plate controls were buffer without enzyme for full effect and enzyme alone for no effect
PriA SSB inh: K. pneumoniae PriA-SSBct interaction inhibition; AlphaScreen SSBct-PriA binding, biotinylated peptide; actives 0.6% (n = 430,000); inhibition, % at 33 µM; in the data active = inhibition mostly above about 37%, no sharp cut-off; inactive = mostly below about 20%;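 note: plate controls were negative control peptide for no effect and reference peptide for full effect; strong numbers were not always called active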
Yp Topo-I inh: inhibitors of Yersinia pestis topoisomerase I; actives 0.064% (n = 360,000); activity, % at 10 µM; Y. pestis Topo-I cleavage product accumulation, plate reader; AID 504884; in the data active = activity above about 50%, passing the limit was not always enough; inconclusive = no clear call, values can overlap the other calls; note: inactives centre near 2
BH1578 lux ind: inducers of Vibrio cholerae quorum light production without autoinducers; activation, % at 18.7 µM; AID 588436; V. cholerae BH1578 lux reporter, luminescence, 6 h; actives 0.16% (n = 350,000); in the data active = activation mostly above about 9.7%, no sharp cut-off; inconclusive = no clear call, values can overlap the other calls; inactive = mostly below about 3.7%; note: not every result past the cut was called active; inactives centre near 0; reference of the scale not given here
MazF activator: MazEF (E. coli) toxin RNase activation | P0AE70 | actives 0.32% (n = 350,000) | FAM/BHQ RNA-DNA oligo cleavage fluorescence, 5 h | activation, % at 20 µM; in the data active = activation above about 50%
Target sequence (P0AE70 whole entry, looked up): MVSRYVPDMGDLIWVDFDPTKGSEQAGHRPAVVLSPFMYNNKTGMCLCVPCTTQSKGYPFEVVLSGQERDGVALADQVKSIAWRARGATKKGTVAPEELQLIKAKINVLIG
DUSP3 inh: inhibitors of human VHR1 phosphatase (DUSP3); AID 1654; inhibition, % at 13.3 µM; actives 0.52% (n = 290,000); recombinant VHR phosphatase, pNPP absorbance; in the data active = inhibition above about 50%; note: some compounds called inactive have numbers as strong as hits
Target sequence (P51452 whole entry, looked up): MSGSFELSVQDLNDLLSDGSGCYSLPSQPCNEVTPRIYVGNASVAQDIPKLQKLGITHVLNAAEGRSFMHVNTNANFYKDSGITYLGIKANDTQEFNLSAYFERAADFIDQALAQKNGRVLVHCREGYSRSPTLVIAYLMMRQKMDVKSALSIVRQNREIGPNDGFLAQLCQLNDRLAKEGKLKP
Numbers without * were called inactive; i = inactive; ? = inconclusive; nt = no result given.

structure | PfHsp40 rescue | SARS 3CLpro inh | TcdB inh | Rv3671c inh | Anthrax LF prot | PriA SSB inh | Yp Topo-I inh | BH1578 lux ind | MazF activator | DUSP3 inh
Nc1nnnn1/N=C/c1ccc(O)cc1 | -0.5 | 3 | nt | -12 | 2 | nt | 3 | 2.1 | 3 | 11
CCN1C(=O)C2(C(C#N)=C(N)Oc3n[nH]c(-c4ccccc4)c32)c2ccccc21 (stereo not given) | 1.6 | -1 | 1.3 | 1 | -1 | -8 | 15 | i | 10 | -19
O=C(Nc1ccc(F)cc1F)N1CCN(CCc2ccccc2)CC1 | 0.7 | -1 | 1.4 | -1 | -1 | -12 | 5 | 2.0 | 6 | 21
Cc1ccc(CCNC(=O)c2ccc3nc4ccccc4c(=O)n3c2)cc1 | 1.4 | 0 | 0.3 | -6 | -2 | 4 | 1 | i | 20 | 14
COc1ccc(-n2c(O)c(C(C)=NC3CC3)c(=O)[nH]c2=O)cc1 | -0.1 | -2 | nt | 3 | -1 | 7 | -5 | 0.1 | 3 | 14
CN(C)S(=O)(=O)c1cccc(-c2cn3ccccc3n2)c1 | 0.1 | -4 | nt | -1 | -6 | -2 | 11 | i | 3 | -4
COc1ccc(/C=C2\CCn3c2nc2cc(C(=O)O)ccc2c3=O)cc1OC | 0.6 | 0 | 1.4 | -5 | 2 | 8 | -8 | i | 10 | -11
O=C(N/N=C/c1cccc(NC(=O)c2ccc(Cl)cc2)c1)c1ccc(O)cc1 | ? | 4 | -4.0 | -36 | -1 | i | -2 | i | -3 | 19
CC(C)c1ccc2[nH]c(O)c(N=NC(=O)c3cccc(S(=O)(=O)N4CCCCC4)c3)c2c1 | 0.5 | 3 | nt | 6 | -2 | 27 | -6 | -0.3 | 6 | -1
CN1CCN(C2=NC(=O)/C(=C/c3ccccc3OS(=O)(=O)c3ccccc3)S2)CC1 | 0.2 | -3 | 1.7 | 5 | -2 | -8 | 14 | -0.2 | 4 | 13
Cc1cc(/C=C(\C#N)C(=O)Nc2ccccc2)c(C)n1-c1ccc2c(c1)OCO2 | -0.8 | -6 | 1.2 | -6 | -2 | 17 | 8 | -4.2 | -9 | -14
O=C(Nc1ccccc1Cl)O/N=C(/c1ccccc1)c1ccccn1 | -1.0 | 1 | nt | 5 | 1 | nt | 1 | i | 3 | 10
CNC(=S)NNS(=O)(=O)c1ccc(OC)cc1OC | 0.4 | -4 | -2.6 | 4 | -2 | -4 | 1 | -1.8 | 9 | -11
O=C(CC1(O)C(=O)Nc2ccccc21)c1cccnc1 (stereo not given) | -1.5 | 1 | nt | 4 | -2 | -10 | 11 | i | 12 | -4
NS(=O)(=O)c1ccc(CNC(=O)CNC(=O)c2ccc(F)cc2)cc1 | 0.0 | -2 | -0.3 | 1 | -4 | 3 | 1 | i | 6 | -26
NC(=O)c1ccc(NC(=O)COC(=O)C(Cc2ccccc2)NC(=O)c2ccccc2)cc1 (stereo not given) | -0.5 | 5 | 0.8 | -7 | -2 | -17 | 6 | -0.1 | -4 | 6
COC(=O)c1ccc(COc2ccc3c4c(c(=O)oc3c2)CCC4)o1 | 0.0 | 0 | nt | -4 | -3 | -3 | 8 | -0.5 | 4 | -16
COc1ccc(-c2cc3nc(NCCOc4ccccc4)ccn3n2)cc1 | nt | nt | -1.1 | nt | -2 | nt | 6 | -0.9 | nt | nt
S=C(Nc1ccc2nsnc2c1)N1CCCC1 | -0.4 | -1 | 0.0 | -14 | -7 | -22 | 1 | i | 2 | 25
O=C1NC2(CCCCC2)C(=O)N1c1ccccc1 | 0.0 | -3 | nt | -6 | 3 | 3 | 2 | i | 1 | 11
COc1ccc(N(CC(=O)NCc2ccccc2C)S(=O)(=O)c2ccc(C)cc2)cc1OC | -0.3 | -5 | 0.9 | 1 | -2 | -6 | 31 | -0.2 | 6 | -25
COc1ccc(N2C(=O)CC(C3CCCO3)C2=O)cc1 (stereo not given) | -2.2 | 4 | 1.6 | 6 | -1 | 6 | -4 | i | 4 | 9
Cc1cccc(NCc2nc(SCC(=O)Nc3ccccc3)n[nH]2)c1 | -0.8 | 3 | -0.7 | 8 | 1 | 0 | -6 | i | 6 | 0
Cc1cccc(-n2ccnc2SCC(=O)Nc2cccc(S(=O)(=O)NC3=NCCC3)c2)c1C | 0.7 | nt | 0.0 | nt | -2 | 4 | 2 | -0.3 | -1 | nt
CCOC(=O)N1C=CC(C)=C[C@@H]2[C@@H](N3C(=O)c4ccccc4C3=O)C(=O)N21 | -1.6 | -5 | nt | -1 | -2 | -9 | 4 | -0.6 | 5 | -8
Cc1cccc(NC(=O)C2CCN(c3nc(C)cc(C)n3)CC2)c1 | -0.9 | 5 | nt | -9 | -2 | -1 | 3 | -6.0 | -15 | 25
O=C1NC(=S)N/C1=C\c1cccnc1 | -0.4 | -7 | 0.7 | -1 | 8 | -2 | -1 | -0.6 | -1 | 5
Cc1c(Cl)cccc1NC(=O)CN1CCN(CCN=CC2=C(O)CC(c3ccccc3)CC2=O)CC1 (stereo not given) | 0.1 | 4 | -0.7 | 1 | 0 | -10 | 2 | 0.2 | 3 | -4
Cc1nnc(SCC(=O)NC2CCCCC2)n1N | -1.3 | nt | 0.0 | 4 | 0 | -9 | 12 | -2.7 | -3 | nt
O=C(NNc1c(Cl)cccc1Cl)c1ccno1 | -1.9 | 3 | -14 | -4 | -2 | 2 | -1 | -0.4 | 11 | 8

Quoted from the listing:
Anthrax LF prot with COc1ccc(N2C(=O)CC(C3CCCO3)C2=O)cc1 (stereo not given) reads -1
Yp Topo-I inh with Cc1nnc(SCC(=O)NC2CCCCC2)n1N reads 12

The list continues:
structure | PfHsp40 rescue | SARS 3CLpro inh | TcdB inh | Rv3671c inh | Anthrax LF prot | PriA SSB inh | Yp Topo-I inh | BH1578 lux ind | MazF activator | DUSP3 inh
COc1ccc(S(=O)(=O)N2CCCCC2)cc1C(=O)N1CCCC1 | -2.3 | 2 | 1.2 | nt | 5 | -2 | 3 | -0.3 | 4 | 2
CC(N)c1ccc(Cl)cc1Cl (stereo not given) | 0.4 | -1 | nt | -2 | 0 | -7 | -2 | -0.3 | 10 | 9
CCCn1ncc(OC)c(Cl)c1=O | 1.0 | 6 | nt | 6 | -11 | 0 | -5 | -0.5 | -2 | 31
Nc1c2c(nc3ccc(Br)cc13)N(Cc1ccccc1)CC2 | 1.8 | -6 | 2.1 | -5 | 3 | 4 | -14 | i | 9 | -3
CCN(C(=O)CSc1nnc(Nc2cccc(C)c2C)s1)C1CCS(=O)(=O)C1 (stereo not given) | 0.3 | 1 | 0.9 | -5 | -3 | -11 | 1 | -3.8 | -1 | 8
CN(C)C(=O)c1nc2ccc(Cl)cn2c1CN1CCCC(OCc2ccccc2)C1 (stereo not given) | -0.2 | 0 | 0.9 | -5 | -1 | -18 | 13 | -0.4 | -9 | 31
Cc1ccc(N=Cc2cc(Cc3ccccc3Cl)cc([N+](=O)[O-])c2O)c(O)c1 | 83* | -1 | nt | 1 | -2 | 2 | -7 | i | -8 | 23
O=C(OCc1nnc(-c2ccccc2)o1)c1ccc(-n2cnnn2)cc1 | -0.2 | nt | -0.8 | 1 | -8 | -3 | -5 | -0.5 | -10 | nt
COc1cccc(CNc2nnnn2C)c1OC | 0.5 | 2 | 1.2 | -1 | -5 | -9 | 0 | i | -2 | 0
Cc1cccc(C(=O)Nc2cccc(NC(=O)c3ccccc3)c2)c1 | 3.7 | 5 | -6.7 | -13 | nt | -1 | 1 | -0.4 | 2 | 1
CNCC(O)c1cc(OCc2ccccc2)c(OCc2ccccc2)cc1F (stereo not given) | -1.1 | nt | 1.8 | 11 | -6 | 7 | 0 | 11 | 17 | nt
Cc1ccc(NC(=O)/C(C#N)=C/c2cc(C)n(-c3ccc(N4CCOCC4)c([N+](=O)[O-])c3)c2C)c(C)c1 | 0.3 | 2 | 1.5 | -3 | -4 | 5 | 6 | nt | -6 | 17
NC(=O)c1ccccc1NC(=O)Nc1ccc(F)c(Cl)c1 | -0.7 | 0 | 0.0 | 0 | -2 | -10 | -3 | -0.3 | 5 | 1
Cc1ccc(CSc2nnc(C)c(=O)n2N)cc1 | -0.8 | 1 | -1.6 | -7 | -5 | 2 | -8 | i | -1 | 12
c1ccc(OCC2CO2)cc1 (stereo not given) | -1.1 | nt | 0.0 | -2 | -7 | -3 | 6 | -0.3 | 0 | nt
CC(=O)c1ccc(N2CCN(C(=O)c3cc(-c4ccc5c(c4)OCO5)nc4ccccc34)CC2)cc1 | 0.3 | 4 | nt | -2 | -4 | -1 | 41 | i | -14 | -2
CN(Cc1c(F)cccc1Cl)C(=O)c1ccc2ccccc2n1 | 0.0 | -3 | 1.0 | 6 | -8 | 1 | 13 | -1.8 | 5 | -8
CC1(C(=O)NCc2ccccc2Br)CCN1Cc1csc2ccccc12 (stereo not given) | nt | nt | 1.0 | nt | 1 | nt | 10 | -0.6 | nt | nt
CCCCOC(=O)Cc1c(O)c2ccccc2[nH]c1=O | -1.2 | 0 | nt | -9 | 0 | 9 | 2 | -0.5 | 2 | 28
O=C(CSc1nc2c(c(=O)n1-c1ccccc1)SCC2)N1CCOCC1 | -0.3 | 2 | 1.6 | -2 | -6 | -9 | -9 | i | 12 | -32
O=C(COC(=O)c1ccc(O)cc1O)NC(=O)c1ccccc1 | 0.2 | nt | 1.1 | nt | -3 | 9 | -6 | -0.9 | 5 | nt
Nc1cc[n+](CC(=O)c2ccc3c(c2)OCCO3)cc1 | -0.8 | -5 | 0.6 | -13 | 0 | -9 | 4 | -0.4 | 7 | 2
N#CCCN(Cc1cccnc1)S(=O)(=O)c1ccc2ccccc2c1 | 0.7 | nt | 0.1 | -2 | nt | 1 | 2 | i | 4 | nt
COc1ccc(NC(=O)c2cc3c(=O)n4ccccc4nc3n2C)c(OC)c1 | 2.9 | -1 | 0.4 | -4 | -5 | 3 | 5 | -3.3 | -19 | 21
CCOC(=O)c1[nH]c2ccc(OC)cc2c1NC(=S)N1CCN(C(=O)OCC)CC1 | -1.1 | -4 | -2.5 | -7 | 6 | -4 | 1 | 2.6 | 4 | 2
CN(C)N=Nc1nc2c(c(=O)n(C)c(=O)n2C)n1CC1CO1 (stereo not given) | nt | 0 | 1.6 | -4 | -2 | 5 | 3 | i | -1 | 6
CC(=O)Nc1cccc(-c2cn3ccc(C)cc3n2)c1 | 0.2 | -5 | 7.0 | 4 | 0 | 11 | -1 | 0.1 | -1 | 21
CC(Sc1ccccc1)C(=O)NCC1COc2ccccc2O1 (stereo not given) | 0.3 | nt | 2.2 | -5 | 3 | 3 | 6 | i | -2 | nt
O=C(NCCN1CCOCC1)C1CCC(CNS(=O)(=O)c2ccccc2)CC1 (stereo not given) | -0.5 | 3 | nt | -3 | -2 | -3 | 3 | -0.2 | 6 | -6
CC1(C)Cc2c(cnn2-c2ccc(F)cc2)C(NC(=O)C2=CC(=O)CC(C)(C)O2)C1 (stereo not given) | nt | nt | 0.5 | nt | 1 | nt | 23 | 0.8 | 3 | nt
CN(C)C(CNC(=S)Nc1ccc(Cl)cc1)c1cccnc1 (stereo not given) | 0.0 | 0 | 0.6 | -6 | 0 | -19 | 2 | i | 2 | 4
O=C(Nc1nnc(-c2ccc(Br)cc2)o1)c1cccc(N2C(=O)CCC2=O)c1 | 0.3 | nt | 0.6 | -10 | 2 | -9 | 0 | 14 | 1 | nt
Cn1cccc1CNCCc1ccc(F)cc1 | -0.8 | -2 | 0.1 | 6 | -3 | 7 | 2 | i | 2 | 22

An excerpt (hit frequency here may not be typical).
